GSIS activator – GLuc luminescence reporter in INS-1E cells, primary screen for activators of glucose-dependent secretion of insulin. INS-1E GLuc reporter insulin secretion, 2-3 h. AID 743287, 2014. activation, % at 16.6 µM. hit rate 0.61% among 370,000;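 active means lowest replicate activation of at least 40%, so every replicate reaches that level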;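 further: 0% = median of neutral control wells and 100% = median of IBMX positive control wells; some compounds called inactive have numbers as strong as hits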
FN deposit inh – inhibitors of fibronectin matrix deposition, primary screen, AH1F cells, Alexa488-fibronectin fluorescence, plate reader | AH1F fibroblasts, overnight | inhibition, % at 12.6 µM | hit rate 0.086% among 350,000 | AID 743247, 2014;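 active means mean inhibition across replicates of 30% or more, regardless of how many single replicates reach that level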;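 further: positive control wells lacked labelled fibronectin entirely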
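Material: AH1F fibroblast monolayer depositing Alexa488-labelled fibronectin into matrix | Input: 10000 AH1F cells/well | Medium: DMEM plus 2% serum, read in PBS | Reagent: Alexa488-fibronectin, 24 nM final in well | Compound dosing: One dose per compound, pinned | Schedule: 1 h adhesion, overnight exposure | Measured by: Fluorescence at 485 nm excitation, 525 nm emission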
miR122 inh – miR-122 Renilla sensor signal increase in Huh7, primary screen, miR-122 inhibitor project, cell-based, single point, plate reader | Huh7 miR-122 Renilla luciferase sensor, 48 h; neutral wells = 0, positive control = 100 | hit rate 0.3% among 340,000 | AID 602342, 2012 | activation (reporter increase), % at 12.5 µM;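 active means mean replicate activation score at least 90 and every replicate individually at or above 90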;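 further: higher luciferase means less miR-122 activity so hits act as miR-122 inhibitors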
PglD DTNB – C. jejuni PglD acetyltransferase inhibitors, primary screen, biochemical, DTNB colorimetric, single point; UDP-N-acetylbacillosamine N-acetyltransferase PglD (Campylobacter jejuni); purified PglD enzyme, DTNB colorimetric CoA detection; inhibition, % at 12.5 µM; hit rate 0.098% among 360,000; in the data active means inhibition above about 16%, passing the limit was not always enough; further: strong numbers were not always called active
PGC1a acetyl inh – inhibitors of PGC1a acetylation signal, primary screen, cell-based, U2OS, AlphaScreen, inhibitor mode. AlphaScreen anti-acetyl-lysine; with virally co-expressed GCN5 acetyltransferase. inhibition, % at 15.6 µM. hit rate 0.17% among 350,000. AID 651687, 2012;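 active means every replicate shows inhibition of at least 40%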;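 further: 0% = neutral control wells and 100% = positive control wells; some results beyond the cut were filed as inactive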
CFTR F508del cor – F508del CFTR correction, initial screen, CFBE line, single point; CFBE cells, YFP halide quenching; stimulated with forskolin plus potentiator P3; % fluorescence drop versus neutral controls; activity (quench increase), % at 7.58 µM; hit rate 0.36% among 350,000;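 active means mean added fluorescence quench of at least 8% versus neutral control, with both replicates also reaching 8%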;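 further: cells transiently co-express mutant CFTR-F508del with the halide-sensitive YFP; corrector assay measuring rescue of mutant channel to the surface after 24 h compound exposure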
Cneo AK release – Cryptococcus neoformans cell lysis inducers, primary screen, AK release luminescence, single concentration; AID 651654, 2012; hit rate 0.2% among 360,000; C. neoformans lysis, adenylate kinase release luminescence, 4 h; normalised: neutral wells 0, clomiphene wells 100; lysis activity, % at 15 µM;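 active means mean lysis activity across replicates of at least 80%, whatever share of replicates individually reach that level; inactive means mean lysis activity below 80%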
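Material – Cryptococcus neoformans yeast cells · Quantity – 5 × 10^6 yeast cells/mL · Buffer or medium – YPD medium · Compound – single dose · Timing – 4 h static compound exposure, 37 °C, read 1 h post-reagent · Signal – adenylate kinase release luminescence · Read-out basis – lysis from increased AK signal · Benchmarks – Clomiphene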
C2C12 statin – suppressors of statin myotoxicity in C2C12 myotubes, primary screen, cell-based, single point, plate reader. C2C12 myotubes + simvastatin, ATP luminescence, 48 h; scaled: DMSO 0, geranylgeraniol control 100. rescue of ATP level, % at 7.49 µM. hit rate 0.78% among 330,000. AID 602340, 2012;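 active means mean ATP rescue above about 67%, or every replicate alone reaching that limit, limit read from the data, passing the limit was not always enough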;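 further: myotubes were challenged with 10 µM simvastatin during compound exposure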
* marks the source's active call; other numbers are inactive results; . = no result given; [ ] = remark or other dose.

smiles,GSIS activator,FN deposit inh,miR122 inh,PglD DTNB,PGC1a acetyl inh,CFTR F508del cor,Cneo AK release,C2C12 statin
Cc1cc(=O)n(C2CCS(=O)(=O)C2)[nH]1 (stereo unspecified),3,-3,-2,.,-1,-2.4,.,.
Cc1csc(SCC(=O)Nc2cccc3nsnc23)n1,.,.,0,2,38,.,-1,14
CCCNC(=O)N[C@H]1C=C[C@H](CC(=O)NCCc2ccccc2)O[C@H]1CO,-7,8,.,.,1,-1.1,.,20
O=C(CN1C(=O)c2ccccc2S1(=O)=O)c1ccc2c(c1)OCCO2,-10,6,1,-3,-7,-0.7,2,.
COc1ccc(S(=O)(=O)CCC(=O)Nc2c(C)n(C)n(-c3ccccc3)c2=O)cc1,.,.,-4,0,-6,.,4,7
O=C(NCc1ccc(F)cc1)c1ccc(S(=O)(=O)N2CCCC2)cc1,-12,-2,5,1,.,-1.7,14,4
CO[C@@H]1CN(C)C(=O)c2ccc(NS(=O)(=O)c3ccccc3)cc2OC[C@H](C)N(Cc2nccs2)C[C@@H]1C,0,4,0[16.7 µM],1,1,1.3,4,23
C[C@@H]1CN([C@H](C)CO)C(=O)Cc2cc(NC(=O)Cc3cn(C)c4ccccc34)ccc2O[C@@H]1CN(C)Cc1ccc(C(F)(F)F)cc1,0,-3,5[16.7 µM],4,6,-2.5,3,42
Cc1ccc(-n2nc3c(c2NC(=O)c2c(-c4ccccc4Cl)noc2C)CS(=O)(=O)C3)c(C)c1,-23,.,-2,0,-28,-1.3,10,-21
Cc1ccc(Cc2c(-c3ccc(Cl)cc3)nc3c(C)cc(Br)cn23)cc1,.,4,6,-3,-1,3.2,0,-21
COc1ccc(NC(=O)c2cccc(N3C(=O)C4C5C=CC(C6CC56)C4C3=O)c2)c(OC)c1 (stereo unspecified),-21,-17,5,3,-6,-1.1,1,4
Cc1cccc([N+](=O)[O-])c1NC(=O)COC(=O)C1CCCO1 (stereo unspecified),16,2,-1,1,8,4.2,1,10
O=C(CN(Cc1ccco1)C(=O)CNS(=O)(=O)c1ccc(Cl)cc1)NCC1CCCO1 (stereo unspecified),-1,-3,-2,.,.,-1.1,.,-12
OC(c1ccc(F)c(F)c1)c1nc(-c2cc(F)cc(F)c2)cs1 (stereo unspecified),0,16,-9,2,-9,2.5,2,-2
CCC(=O)N1N=C(c2ccc(NS(=O)(=O)c3ccccc3)cc2)CC1c1ccco1 (stereo unspecified),.,23,47,8,-11,0.7,0,19
O=C(CN1CCC(C(=O)c2ccc(Cl)cc2)CC1)Nc1ccc2c(c1)OCCO2,.,1,-8,2,6,.,1,-9
O=C(CSc1nncn1-c1ccccc1)NC1CCCC1,5,-4,-2,-3,7,-6.7,0,7
O=C(c1ccccc1)N1N=C(c2ccc(F)cc2)CC1(O)C(F)(F)F (stereo unspecified),-12,2,.,.,.,-5.5,.,5
COc1ccc(CN2CCC(n3nccc3NC(=O)CCOc3ccccc3)CC2)cc1C,-28,-1,-4,4,-3,0.9,0,-3
O=C(NCCc1ccccc1)c1ccc(Br)o1,11,-17,-1,-7,11,2.2,4,28
C[C@H](CO)N1C[C@H](C)[C@H](CN(C)C(=O)Nc2ccccc2)Oc2ccc(NS(C)(=O)=O)cc2CC1=O,3,-5,0[16.7 µM],1,5,-1.1,-1,0
CC(C)(C)NC(=O)C(c1ccc(O)cc1)N(Cc1ccco1)C(=O)CCC(=O)Nc1ccccn1 (stereo unspecified),2,7,.,3,.,0.6,-1,-1
CC(NC(=O)c1ccc(Br)o1)c1ccc(-n2ccnc2)cc1 (stereo unspecified),9,4,5,.,0,-7.5,.,.
Cc1ccc(S(=O)(=O)N(C)C[C@@H]2OCCCC[C@H](C)Oc3ccc(NS(=O)(=O)c4ccccc4)cc3C(=O)N([C@H](C)CO)C[C@@H]2C)cc1,0,-8,-9[16.7 µM],-1,-13,0.0,0,23
CN(C)CCNC(=O)Cc1ncc(C(F)(F)F)cc1Cl,-4,2,-2,3,0,-1.5,-1,3
Cc1cc(C)nc(Nc2cccc(C(F)(F)F)c2)n1,8,-7,-5,-7,4,0.9,-1,-24
COc1ccccc1N1CCN(C(=O)c2ccccc2N(C)S(=O)(=O)c2ccc(C)cc2)CC1,-27,8,3,-3,.,-0.3,-1,8
CCOc1ccccc1/C=N/NC(=O)c1cccc(S(=O)(=O)N(CC)CC)c1,4,0,0,2,.,2.3,0,-1
Cc1ccc(/C=N/n2c(COc3ccccc3)n[nH]c2=S)cc1,-29,-6,-3,-4,-6,-3.8,3,0
COc1ccc(NC(=O)CCC(=O)N2CCN(S(=O)(=O)c3ccc(C)cc3)CC2)c(OC)c1,-8,5,-2,1,-7,2.2,-1,-2
COc1ccc(C(=O)/C=C\c2ccc(NC(=O)c3cccs3)cc2)cc1,.,-3,34,-10,-10,.,-4,-26
CC(=O)c1cccc(NC(=O)CCN2C(=O)C3CC=CCC3C2=O)c1 (stereo unspecified),-11,3,0,.,1,-4.8,0,6
Cc1cc(C)c(C(=O)CSc2nnc(N)s2)c(C)c1,5,.,13,0,3,2.2,6,14
CCCC(=O)Nc1ccc2c(c1)C(=O)N(C)C[C@@H](OC)[C@@H](C)CN(S(=O)(=O)c1cn(C)cn1)[C@H](C)CO2,5,-2,.,-1,-2,-1.8,11,-42
Cc1ccc(S(=O)(=O)N(C)C[C@@H]2OCCCC[C@H](C)Oc3ccc(NC(=O)NC(C)C)cc3C(=O)N([C@H](C)CO)C[C@@H]2C)cc1,-25,4,10[16.7 µM],-3,4,-0.1,1,.
COc1cccc(NC(=S)N(CCc2c(C)[nH]c3ccccc23)Cc2cccs2)c1,2,6,16,1,-11,3.0,1,16
Cc1nn(CC(=O)N2CCN(C)CC2)c(=O)c2c1sc1ccccc12,17,1,-4,-2,-3,2.4,-1,4
COc1ccc(C(=O)NCc2nnc(SCC(=O)N3CCCC3)o2)cc1,11,-4,-8,-8,-8,0.1,-1,3
CC(C)(C)[S@@](=O)N1Cc2cc(C(=O)NCc3ccc4c(c3)OCO4)nc(-c3cccc(-c4cccnc4)c3)c2[C@H]1CCO,-14,22,.,0,9,0.5,37,-16
C[C@H](CO)N1C[C@H](C)[C@H](CN(C)Cc2cncnc2)Oc2ncc(/C=C/c3ccccc3)cc2C1=O,0,-8,1[16.7 µM],-2,1,1.8,8,-14

A different layout for part of the listing above.
Second line of a record – GSIS activator | FN deposit inh | miR122 inh | PglD DTNB | PGC1a acetyl inh | CFTR F508del cor | Cneo AK release | C2C12 statin
> COc1ccc(NC(=O)CCC(=O)N2CCN(S(=O)(=O)c3ccc(C)cc3)CC2)c(OC)c1
  -8 | 5 | -2 | 1 | -7 | 2.2 | -1 | -2
> COc1ccc(C(=O)/C=C\c2ccc(NC(=O)c3cccs3)cc2)cc1
  . | -3 | 34 | -10 | -10 | . | -4 | -26
> CC(=O)c1cccc(NC(=O)CCN2C(=O)C3CC=CCC3C2=O)c1 (stereo unspecified)
  -11 | 3 | 0 | . | 1 | -4.8 | 0 | 6
> Cc1cc(C)c(C(=O)CSc2nnc(N)s2)c(C)c1
  5 | . | 13 | 0 | 3 | 2.2 | 6 | 14
> CCCC(=O)Nc1ccc2c(c1)C(=O)N(C)C[C@@H](OC)[C@@H](C)CN(S(=O)(=O)c1cn(C)cn1)[C@H](C)CO2
  5 | -2 | . | -1 | -2 | -1.8 | 11 | -42
> Cc1ccc(S(=O)(=O)N(C)C[C@@H]2OCCCC[C@H](C)Oc3ccc(NC(=O)NC(C)C)cc3C(=O)N([C@H](C)CO)C[C@@H]2C)cc1
  -25 | 4 | 10[16.7 µM] | -3 | 4 | -0.1 | 1 | .
> COc1cccc(NC(=S)N(CCc2c(C)[nH]c3ccccc23)Cc2cccs2)c1
  2 | 6 | 16 | 1 | -11 | 3.0 | 1 | 16
> Cc1nn(CC(=O)N2CCN(C)CC2)c(=O)c2c1sc1ccccc12
  17 | 1 | -4 | -2 | -3 | 2.4 | -1 | 4
> COc1ccc(C(=O)NCc2nnc(SCC(=O)N3CCCC3)o2)cc1
  11 | -4 | -8 | -8 | -8 | 0.1 | -1 | 3
> CC(C)(C)[S@@](=O)N1Cc2cc(C(=O)NCc3ccc4c(c3)OCO4)nc(-c3cccc(-c4cccnc4)c3)c2[C@H]1CCO
  -14 | 22 | . | 0 | 9 | 0.5 | 37 | -16
> C[C@H](CO)N1C[C@H](C)[C@H](CN(C)Cc2cncnc2)Oc2ncc(/C=C/c3ccccc3)cc2C1=O
  0 | -8 | 1[16.7 µM] | -2 | 1 | 1.8 | 8 | -14

Later entries
smiles,GSIS activator,FN deposit inh,miR122 inh,PglD DTNB,PGC1a acetyl inh,CFTR F508del cor,Cneo AK release,C2C12 statin
O=C(C1CCCN(Cc2ccc(Cl)cc2)C1)N1CCCCC1 (stereo unspecified),-2,-4,2,3,-2,0.5,0,9
O=C(CN1CCOCC1)Nc1nc2ccc(Cl)cc2s1,2,-5,2,5,8,1.6,1,-3
O=C(COC(=O)c1cccc(NC(=O)c2ccco2)c1)c1ccc(Br)cc1,.,7,-5,-4,-5,.,-7,-2
CCC(=O)Nc1ccc2c(c1)OC[C@@H](C)N(C(=O)C1CC1)C[C@H](C)[C@H](OC)CN(C)C2=O,2,-2,.,.,3,-3.4,.,.
O=C(O)CC/C(=N/NC(=O)CNC(=O)Cc1ccc(Cl)cc1)c1ccccc1,-16,4,.,.,12,-3.1,.,.
O=C(CCSc1nnc(-c2ccco2)o1)Nc1ccccc1,.,-48,-4,-3,-5,.,2,13
Cc1ccc(C(C(=O)NC2CCCC2)N(C(=O)c2csnn2)c2cccc(F)c2)o1 (stereo unspecified),2,-3,.,2,.,-1.8,2,0
O=S(=O)(NN=C1CCCCCC1)c1ccc(Cl)cc1,11,0,-2,-1,-2,-2.6,1,-2

Compound activity: PubChem BioAssay, Broad Institute
